NRP1-CendR mod = modulators of CendR peptide binding to human neuropilin-1; 360,000 compounds, 0.85% hits; inhibition, % at 25 µM; FAM-RPARPAR peptide binding to NRP-1, fluorescence polarization; AID 602438;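 active = inhibition or corrected inhibition above about 18%, plus a signal ratio from 0.5 to 1.5, limit read from the data, passing the limit was not always enough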; also: strong numbers were not always called active
SUMO1 PPI mod = SUMO1-SIM interaction modulation; P63165; 360,000 compounds, 0.33% hits; SUMO1 binding to a labelled peptide, TR-FRET, 1 h; inhibition, % at 20 µM; in the data active = inhibition above about 37%
Target sequence (P63165 whole entry, looked up): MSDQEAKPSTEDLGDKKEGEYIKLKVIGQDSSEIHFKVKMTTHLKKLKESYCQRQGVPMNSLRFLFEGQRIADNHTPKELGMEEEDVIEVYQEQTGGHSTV
NadD block = inhibitors of Staphylococcus aureus NadD; purified NadD enzyme, colorimetric absorbance read-out; inhibition, % at 20 µM; 360,000 compounds, 0.78% hits; in the data active = inhibition above about 26%; also: some compounds past the cut are filed as inactive
LMPTP block = LMPTP (human) inhibition; P24666; inhibition, % at 20 µM; 360,000 compounds, 0.22% hits; AID 651560; recombinant LMPTP-A, OMFP fluorogenic substrate, fluorescence intensity;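 active = compounds that cut the enzyme signal by at least half of the control window in the single-dose screen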;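 also: plate controls were DMSO wells with enzyme plus substrate for no effect and substrate without enzyme for full effect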
Target sequence (P24666 whole entry, looked up): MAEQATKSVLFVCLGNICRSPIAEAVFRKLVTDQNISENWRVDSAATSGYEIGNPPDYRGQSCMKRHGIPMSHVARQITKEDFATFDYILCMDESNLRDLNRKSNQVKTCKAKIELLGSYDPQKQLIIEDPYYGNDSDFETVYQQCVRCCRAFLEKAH
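material = LMPTP-A | quantity = 0.625 nM enzyme | reagent = OMFP substrate, 400 µM final | buffer or medium = Bis-Tris pH 6.0, DTT, detergent | detection = endpoint fluorescence intensity from OMFP dephosphorylation | dosing = single 20 µM dose | read-out basis = % inhibition relative to no-enzyme and uninhibited control wells | control set = no-enzyme and uninhibited controls | timing = 50 min at room temperature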
Rpn11 block = Rpn11 (human) deubiquitinase inhibition. O00487. human 26S proteasome, Ub4-pepOG fluorescence polarization; 20S core pre-blocked with epoxomicin. calls only at 20 µM. 360,000 compounds, 0.59% hits. AID 588493;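 active = inhibition at 20 µM, scaled to each plate's controls, above about 33%, limit read from the data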
Target sequence (O00487 whole entry, looked up): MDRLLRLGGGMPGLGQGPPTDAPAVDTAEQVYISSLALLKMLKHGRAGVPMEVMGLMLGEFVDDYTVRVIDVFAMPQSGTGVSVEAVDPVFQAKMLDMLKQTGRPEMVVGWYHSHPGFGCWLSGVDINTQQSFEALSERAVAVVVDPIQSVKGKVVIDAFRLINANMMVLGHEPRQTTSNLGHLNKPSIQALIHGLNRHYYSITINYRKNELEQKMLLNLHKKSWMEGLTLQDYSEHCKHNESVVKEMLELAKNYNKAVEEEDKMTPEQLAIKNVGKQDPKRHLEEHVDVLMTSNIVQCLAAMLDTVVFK
MT1-MMP act inh = MT1-MMP (human) activation inhibition. HT1080 RFP-PRO-GFP cells, GFP/RFP ratio fluorescence, overnight; percent of plate control window, DMSO zero. GFP/RFP ratio change, % at 20 µM. 360,000 compounds, 0.061% hits. AID 651647;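 active = GFP/RFP ratio change of at least 30% with cell ATP level not reduced by more than half and red fluorescence within 50% of control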; also: strong numbers were not always called active
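Read-out: GFP/RFP fluorescence ratio; Test system: RFP-PRO-GFP reporter HT1080 cells; Compound dosing: single-point 20 µM compound, 1% DMSO; Times: overnight compound exposure at 37 °C.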
STEP inh = inhibitors of human striatal-enriched phosphatase STEP; P54829; recombinant STEP, OMFP fluorogenic substrate, fluorescence; inhibition, % at 20 µM; 360,000 compounds, 0.25% hits; AID 588621;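 active = inhibition at 20 µM, scaled per plate between control wells, above about 37%, limit read from the data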;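 also: 0% = DMSO with enzyme and substrate and 100% = substrate only without enzyme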
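Material: STEP (striatal-enriched tyrosine phosphatase) enzyme, cell-free; Compound dosing: 20 µM single dose in 1% DMSO; Technique: fluorescence read at 480 nm ex / 540 nm em; Times: reaction 20 min, ambient temperature; Medium: 50 mM Bis-Tris pH 6.0 with 2.5 mM DTT and 0.005% Tween 20; Also added: OMFP at 25 µM.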
SKN-1 block = C. elegans SKN-1 inhibition; inhibition, % at 21.8 µM; 360,000 compounds, 0.49% hits; C. elegans VP596 Pgst-4::GFP/RFP ratio, acrylamide-induced, 24 h; AID 624304;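 active = interference check ratio from 0.5 to 1.5 plus GFP to RFP signal ratio inhibition reaching or exceeding a fixed threshold, cut at about 30% in these data, passing the limit was not always enough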; also: some compounds called inactive have numbers as strong as hits
DNMT1 block = DNMT1 (human) enzyme inhibition | P26358 | DNMT1 molecular beacon, Hinp1I cleavage, fluorescence | inhibition (reported as % activation of signal), % at 10 µM | 360,000 compounds, 0.83% hits; in the data active = inhibition above about 50%
Scp-1 inhibitor = Scp-1 (human) phosphatase inhibition; Recombinant Scp1, phosphopeptide, malachite green phosphate absorbance; inhibition, % at 20 µM; 340,000 compounds, 0.88% hits;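 active = inhibition above about 50% at 20 µM, limit read from the data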;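 also: plate controls were DMSO wells with enzyme for no effect and wells lacking enzyme for full effect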
Target sequence (Q9GZU7 76-261 limits assumed): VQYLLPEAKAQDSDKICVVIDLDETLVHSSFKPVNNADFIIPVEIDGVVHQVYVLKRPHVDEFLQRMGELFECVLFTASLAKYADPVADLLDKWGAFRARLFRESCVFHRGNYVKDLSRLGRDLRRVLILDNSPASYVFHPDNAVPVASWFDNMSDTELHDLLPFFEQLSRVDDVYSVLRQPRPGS
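Incubation: 45 min enzyme reaction at room temperature / System: truncated SCP-1 phosphatase (76-261aa) / Reagent: Phospho 17-mer peptide substrate / Buffer or medium: Acidic Tris acetate buffer with magnesium and detergent / Signal: absorbance at 630 nm / Doses: one concentration, 20 µM, with 1.0% DMSO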
* hit, by the source's call; i = inactive; · = no result given; + = active, no number.

SMILES	NRP1-CendR mod	SUMO1 PPI mod	NadD block	LMPTP block	Rpn11 block	MT1-MMP act inh	STEP inh	SKN-1 block	DNMT1 block	Scp-1 inhibitor
OCCC#Cc1ccc(CN2CCN(C3CCCCC3)C(CCO)C2)cc1 (stereo not drawn)	-8	1	-4	-0.3	i	-2	-2	0	-1	-2
COc1ccc(C2=CCN3CCCCC3C2)c(-c2ccc(OC)c(OC)c2)c1 (stereo not drawn)	-37	5	2	1.1	i	-2	1	15	-9	-4
Cc1nn(C)cc1C(C)NC(=O)c1cc(COc2ccc(F)c(F)c2)on1 (stereo not drawn)	9	2	2	-0.1	i	-3	-1	10	-3	-2
CC(C)CCN1CCN(Cc2ccc(Sc3nncn3C)o2)CC1CCO (stereo not drawn)	1	-2	6	-0.4	i	-4	1	14	3	-1
Cc1cccc(N(C(=O)CS(=O)CC(=O)Nc2ccc3c(c2)OCO3)C(C)C(=O)NC2CCCC2)c1C (stereo not drawn)	-4	0	-5	-1.0	i	-5	-1	3	1	-7
CN(CC(=O)Nc1cccc(F)c1)C(=O)CCNC(=O)c1ccc(Br)cc1	-10	1	-1	0.2	i	-1	-3	16	-4	-2
Cc1csc(NC(=O)Cc2nn(C)c(=O)c3ccccc23)n1	-10	-2	3	-1.2	i	-3	-4	1	-2	-15
COc1c(Cl)cnn(-c2cccc(C)c2)c1=O	11	0	-1	-1.6	i	3	-3	1	-1	-6
O=C(COc1ccc(F)cc1)NCCCn1ccnc1	3	-4	-5	-4.6	i	4	-1	12	1	-2
O=C(NCc1ccccc1Cl)c1ccc(S(=O)(=O)Nc2cccc(C(F)(F)F)c2)cc1	4	1	-8	2.4	i	5	2	7	-10	-7
C=CC[C@@H](CC(=O)N[C@H](CO)Cc1ccccc1)C(=O)N[C@@H](C)COC(=O)[C@@H](CC=C)CC(=O)OC(C)(C)C	-7	33	-7	-1.5	i	4	-2	14	-4	-8
Cc1cc(C)c(C)c(OCCCn2ccnc2)c1	-2	-4	-1	-0.1	i	3	2	-1	3	4
COc1ccc(OC)c(CN2C(=O)c3ccccc3C2C(=O)NCC2CCCO2)c1 (stereo not drawn)	0	4	0	-2.1	i	-4	4	-6	2	-7
CC(=O)N1CCC(C(=O)N2c3ccccc3N=C(c3ccc(C(F)(F)F)cc3)C2C(=O)NC(C)(C)C)CC1 (stereo not drawn)	11	-10	·	-0.3	·	-2	·	-12	·	·
Cc1ccccc1C(=O)N1CCN(c2ccc(NC(=O)Cc3ccccc3)cc2)CC1	19	2	-4	0.2	i	-4	-2	5	-1	-2

Eleven structures from above, arranged by molar mass, lowest first:
SMILES	NRP1-CendR mod	SUMO1 PPI mod	NadD block	LMPTP block	Rpn11 block	MT1-MMP act inh	STEP inh	SKN-1 block	DNMT1 block	Scp-1 inhibitor
O=C(COc1ccc(F)cc1)NCCCn1ccnc1	3	-4	-5	-4.6	i	4	-1	12	1	-2
Cc1csc(NC(=O)Cc2nn(C)c(=O)c3ccccc23)n1	-10	-2	3	-1.2	i	-3	-4	1	-2	-15
OCCC#Cc1ccc(CN2CCN(C3CCCCC3)C(CCO)C2)cc1 (stereo not drawn)	-8	1	-4	-0.3	i	-2	-2	0	-1	-2
Cc1nn(C)cc1C(C)NC(=O)c1cc(COc2ccc(F)c(F)c2)on1 (stereo not drawn)	9	2	2	-0.1	i	-3	-1	10	-3	-2
COc1ccc(C2=CCN3CCCCC3C2)c(-c2ccc(OC)c(OC)c2)c1 (stereo not drawn)	-37	5	2	1.1	i	-2	1	15	-9	-4
CC(C)CCN1CCN(Cc2ccc(Sc3nncn3C)o2)CC1CCO (stereo not drawn)	1	-2	6	-0.4	i	-4	1	14	3	-1
COc1ccc(OC)c(CN2C(=O)c3ccccc3C2C(=O)NCC2CCCO2)c1 (stereo not drawn)	0	4	0	-2.1	i	-4	4	-6	2	-7
Cc1ccccc1C(=O)N1CCN(c2ccc(NC(=O)Cc3ccccc3)cc2)CC1	19	2	-4	0.2	i	-4	-2	5	-1	-2
CN(CC(=O)Nc1cccc(F)c1)C(=O)CCNC(=O)c1ccc(Br)cc1	-10	1	-1	0.2	i	-1	-3	16	-4	-2
Cc1cccc(N(C(=O)CS(=O)CC(=O)Nc2ccc3c(c2)OCO3)C(C)C(=O)NC2CCCC2)c1C (stereo not drawn)	-4	0	-5	-1.0	i	-5	-1	3	1	-7
C=CC[C@@H](CC(=O)N[C@H](CO)Cc1ccccc1)C(=O)N[C@@H](C)COC(=O)[C@@H](CC=C)CC(=O)OC(C)(C)C	-7	33	-7	-1.5	i	4	-2	14	-4	-8

Further results follow.
SMILES	NRP1-CendR mod	SUMO1 PPI mod	NadD block	LMPTP block	Rpn11 block	MT1-MMP act inh	STEP inh	SKN-1 block	DNMT1 block	Scp-1 inhibitor
O=C1[C@H](Cc2ccccc2)NCC=CC[C@H](c2ccco2)N1Cc1ccccc1	-1	4	-1	-0.8	i	-3	-1	10	4	3
CCc1nnc(NC(=O)CSc2nnc(C3CC3)n2C)s1	9	-9	-6	-0.1	i	3	0	11	0	-2
CC(C)C(C)NC(=O)Cn1cnc2c(oc3ccccc32)c1=O (stereo not drawn)	6	-1	-12	-0.5	i	2	0	3	1	-3
Cc1ccsc1C(=O)OCC(=O)NCc1ccc2c(c1)OCO2	3	3	-21	-2.2	i	-3	1	1	3	1
Nc1cc(Oc2ccc(F)cc2F)cc([N+](=O)[O-])c1	-2	-20	1	0.3	i	2	0	12	4	-10
Cn1c(NCc2cc(Br)ccc2O)nc2ccccc21	4	16	-4	2.0	i	11	-6	6	-7	1
Cc1c(C(=O)NCC2CCCO2)oc2ccc(S(=O)(=O)N3CCCC3)cc12 (stereo not drawn)	0	0	1	-0.6	i	10	-8	7	0	0
CCC1CCCCN1C(=O)c1ccc(OC2CCN(C(=O)COC)CC2)cc1 (stereo not drawn)	3	7	-2	-0.5	i	-2	0	4	0	-7
Cc1cccc2nc(-c3cccc(NC(=O)Cc4ccccc4)c3)cn12	0	6	5	5.2	i	13	-2	5	-2	-14
CCN(CC)C(=O)CSc1nc(N)c(C(=O)Nc2ccc(OC)cc2)s1	-8	-13	-4	-0.3	i	2	0	1	2	-1
CCOC(=O)c1cnc(-n2[nH]c(C)cc2=O)[nH]c1=O	-13	9	8	-1.1	i	0	3	8	-4	50
CCC(C)c1ccccc1N1CC(C(=O)N2CCN(C(=O)c3ccco3)CC2)CC1=O (stereo not drawn)	-8	3	-1	-0.3	i	7	-2	-22	7	6
COc1cccc(OC)c1CNC(=O)CCSCc1ccccc1F	4	-2	-10	-0.1	i	1	-2	-5	-2	-3
C/C(=N\Nc1ccc(C(=O)O)cc1)c1ccc(-n2ccnc2)cc1	-10	-6	1	2.3	i	-2	2	0	1	0
NC(=O)CSc1nc(N)c2c3c(sc2n1)CCCCC3	1	9	4	-0.5	i	5	-5	5	-5	-4
C[C@H](CO)N1C[C@H](C)[C@@H](CN(C)S(=O)(=O)c2ccccc2)Oc2ccc(NC(=O)c3ccncc3)cc2C1=O	7	4	4	0.6	i	2	2	4	3	7
CSc1ncccc1C(=O)OCC(=O)NC(N)=O	-7	-1	-5	-1.6	i	3	5	-2	2	-8
COc1ccc(CCNc2nc3ccccc3n3cnnc23)cc1OC	-16	2	-7	0.7	i	7	1	-13	-1	-7
COc1ccc(C(c2nnnn2Cc2ccccc2)N2CCN(C(=O)c3ccco3)CC2)cc1OC (stereo not drawn)	10	0	-2	-5.4	i	-1	4	14	2	-13
COC(=O)c1nc(NC(=O)c2ccccc2Br)n[nH]1	-1	-1	1	0.2	i	2	2	0	0	6
Clc1ccc(-c2csc(N3CCOCC3)n2)cc1	-7	-3	-4	1.5	i	0	1	33	-3	-3
CCNc1nc(Cl)nc(NCc2ccccc2)n1	4	-2	-5	-2.3	+	1	0	17	8	-10
O=S(=O)(Cc1ccccc1)N1CCN(Cc2ccc3c(c2)OCO3)CC1	-9	2	-3	1.6	i	-2	0	11	-2	11
CC1=Nc2ccccc2/C1=C\c1nc(-c2ccccc2)oc1O	-104	-7	15	1.3	+	3	0	-6	-12	-4
COc1ccccc1N1CCN(C(=S)NC(=O)/C=C/c2ccccc2)CC1	5	-2	4	0.1	i	5	3	-1	-2	20
COc1ccc(N2C(=O)/C(=C\c3ccco3)N=C2SCC(N)=O)cc1Cl	-23	-9	-2	2.0	i	-4	4	7	-9	-6
CCOc1ccc(NC(=O)CN2C(=O)COc3ccccc32)cc1	4	-1	-2	-0.8	i	0	1	16	2	-9
CCOC(=O)C1CCCN(C(=O)CCNS(=O)(=O)c2ccc3c(c2)CCC(=O)N3)C1 (stereo not drawn)	-3	2	0	-1.1	i	-1	-4	-2	0	-3
CN(c1ccccc1)S(=O)(=O)c1cccc(NC(=O)c2ccncc2)c1	-2	0	1	-0.9	i	-2	0	0	-5	-9
CCOC(=O)[C@@H]1[C@H]2COc3ccc(Br)cc3[C@@H]2N2C(=O)N(c3ccc(Cl)cc3)C(=O)[C@]12C	16	-1	3	2.0	i	-4	1	0	-5	-11
COc1ccc(C(=O)NC2CCCc3ccccc32)cc1S(=O)(=O)N1CCOCC1 (stereo not drawn)	-5	4	-3	-0.2	i	5	-5	8	0	-5
COc1cc(C(=O)Nc2ccc(N3CCN(C(=O)c4ccc(C)cc4)CC3)cc2)cc(OC)c1OC	-6	-2	5	1.1	i	0	0	16	-4	-13
COCCN(C(=O)c1csnn1)C(C(=O)NC1CCCCC1)c1sccc1C (stereo not drawn)	-13	-2	11	-1.1	i	4	-1	5	0	3
O=C(/C=C/c1cccnc1)c1ccc(O)cc1	-11	-5	-2	0.6	i	-3	-1	15	4	-9
CS(=O)(=O)N(Cc1ccccc1Cl)c1ccc(C(=O)NCc2ccccn2)cc1	5	-8	6	-1.6	i	-3	-1	3	-2	-1
Cc1ccc(C(=O)c2c3ccc([N+](=O)[O-])cc3[n+]([O-])n2CCCC(N)=O)cc1	-4	-38	0	-2.0	i	-5	-4	8	-5	-8

Reformatted in markdown: part of the list above
| structure | NRP1-CendR mod | SUMO1 PPI mod | NadD block | LMPTP block | Rpn11 block | MT1-MMP act inh | STEP inh | SKN-1 block | DNMT1 block | Scp-1 inhibitor |
| --- | --- | --- | --- | --- | --- | --- | --- | --- | --- | --- |
| CS(=O)(=O)N(Cc1ccccc1Cl)c1ccc(C(=O)NCc2ccccn2)cc1 | 5 | -8 | 6 | -1.6 | i | -3 | -1 | 3 | -2 | -1 |
| COCCN(C(=O)c1csnn1)C(C(=O)NC1CCCCC1)c1sccc1C (stereo not drawn) | -13 | -2 | 11 | -1.1 | i | 4 | -1 | 5 | 0 | 3 |

Bioassay records from PubChem BioAssay.
